Screening results as filed in PubChem BioAssay.
PTAP TSG101 blk: blocks PTAP/TSG101 interaction to inhibit HIV-1 budding; Potency, µM (series often up to 115 µM), inactives show top-dose activity change, negative = inhibition, usual class: inhibitors; Q99816; 340,000 tested, under 10 active; Fluorescence polarization, FITC-PTAP peptide / Tsg101 binding; active = well fitted inhibition curve with a large enough effect in the main read-out, with a control signal flat, not every such curve was filed as active; inconclusive = small, poorly fitted or top-dose-only effect, or effect the other way, or a change in a side signal; inactive = no such curve, though single readings can be large or run the other way; note: potency is the fitted concentration of half-maximal effect; % of control where 0% means no effect
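FP read-out: FITC-PTAP peptide, 50 nM final, binding Tsg101 binding domain, 10 uM final; 20 min, r.t.; 10 mM HEPES pH 7.5, 0.15 M NaCl, 0.01% Tween 20, 3 mM EDTA, 0.1 mM TCEP.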
GALK inh: galactokinase (human) inhibition; P51570; Purified GALK, Kinase-Glo residual ATP luminescence; Potency, µM (top dose mostly 57.5 µM), inactives show at the highest dose activity change, negative = inhibition, actives largely listed as inhibitors; actives 0.007% (n = 270,000); note: potency is the fitted concentration of half-maximal effect; % is set by controls: 0 for no effect and ±100 for the full control effect
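Luminescence from leftover ATP (Ultra-Glo luciferase/luciferin) served as read-out after a 1 h room-temperature reaction of 5 nM GALK with 35 uM ATP and 100 uM galactose.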
Coupling enz: inhibits coupling enzyme system, counter-screen for aldolase hits | activity change, negative = inhibition, % at 58.2 µM, hits read low | coupling enzyme system counterscreen, AmpLite Red fluorescence | actives 0.67% (n = 290,000); in the data active = activity change below about -30%; note: % is set by controls: 0 for no effect and ±100 for the full control effect
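Counterscreen lacking aldolase: glyceraldehyde-3-phosphate coupling-enzyme reagent preincubated 10 min at RT with compound (at 57.5 uM final), then substrate/coupling system with AmpLite Red added; fluorescence read at 525/598 nm after 20 min RT.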
Chronic BCR inh: inhibitors of chronic active B-cell receptor signaling; ABC-DLBCL IkBa-CBG/CBR reporter, luminescence ratio, 4 h; actives 0.05% (n = 340,000); Potency, µM (titrated, usually from 46.1 µM), for inactives: at the highest dose ratio change, negative = lower green/red ratio, usual class: inhibitors; active = well fitted inhibition curve with a large enough effect in the signal ratio, with a control signal flat, not every such curve was filed as active; inconclusive = small, poorly fitted or top-dose-only effect, or effect the other way, or a change in a side signal; the % refers to the signal ratio;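 note: potency is the fitted concentration of half-maximal effect; plate controls were basal doxycycline-induced cells for no effect and cells given 10 µM MG132 for full effect; MG132 reads +100%, hits lower the ratio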
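TMD8 ABC-DLBCL cells carrying doxycycline-inducible green luciferase fused to IkappaBalpha plus unfused red luciferase were exposed to compounds (up to 46 uM) for 4 hrs at 37C. Activity came from the overlap-corrected green/red luminescence ratio.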
S-ASM inh: inhibitors of human secretory acid sphingomyelinase | AID 504937 | placental ASM, HMU-PC fluorogenic substrate, 60 min | Potency, µM (titrated, usually from 57.5 µM), without a hit: at the top dose activity change, negative = inhibition, most hits filed as inhibitors | actives 0.006% (n = 340,000) | P17405; note: potency is the fitted concentration of half-maximal effect
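qHTS format. ASM enzyme prepared from human placenta hydrolyses the fluorogenic substrate HMU-PC0 (9 uM final) over 60 min at 37 °C after a 10 min compound preincubation.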
Menin MLL FP TR: displaces Texas Red mutant MLL peptide from human menin | O00255 | Menin + Texas Red MLL mutant peptide, fluorescence polarization | Potency, µM (highest dose often 61.6 µM), for the others: top-dose FP activity change, negative = inhibition, most hits filed as inhibitors | actives 0.23% (n = 270,000) | AID 1768; active = well fitted inhibition curve with a large enough effect in the polarisation, with a control signal flat, not every such curve was filed as active; inconclusive = small, poorly fitted or top-dose-only effect, or effect the other way, or a change in a side signal; inactive = no such curve, though single readings can be large or run the other way; the % refers to the polarisation; note: potency is the fitted concentration of half-maximal effect; % of control where 0% means no effect; many of its hits are not listed in these tables
Giardia kill: kills Giardia lamblia | actives 0.15% (n = 340,000) | activity change, % at 7.66 µM, hits read low | Giardia lamblia trophozoite viability; in the data active = activity change below about -80%; inconclusive = between about -30% and that limit;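 note: parasites exposed to compound for two days anaerobically before the ATP read; % is set by controls: 0 for no effect and ±100 for the full control effect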
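Giardia trophozoites, 100 cells per well, were exposed to compounds for 48 hrs at 37 deg C under anaerobic conditions; viability was then read as ATP content by bioluminescence after 15-30 min at room temperature.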
PKM2 act: PKM2 (human) enzyme activation; P14618; purified PKM2, Kinase-Glo ATP luminescence, activation; response scale: 0% is enzyme alone, no compound; Potency, µM (highest dose often 57.5 µM), inactives show at the top dose activation, hits mostly activators; actives 0.34% (n = 260,000); AID 1631; note: potency is the fitted concentration of half-maximal effect; % is set by controls: 0 for no effect and ±100 for the full control effect; nearly all actives have a fitted effect of over 55% in size
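Purified hPK-M2 (>95% pure) converted ADP (0.1 mM final) to ATP with 0.5 mM PEP in 50 mM imidazole pH7.2, KCl, MgCl2, Tween 20, BSA; 1 h at room temperature. ATP detected by Kinase-Glo luminescence.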
Integrin act MD: activates integrin-mediated alleviation for muscular dystrophy | alpha7betagal myoblasts, beta-gal FDG fluorescence, 48 h | Potency, µM (top dose mostly 38.3 µM), for the others: at the top dose activation, actives largely listed as activators | actives 0.064% (n = 350,000);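 note: potency is the fitted concentration of half-maximal effect; 100% = response of the positive control SU9516; nearly all actives have a fitted effect of over 60% in size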
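Alpha7betagal+/- myoblasts (passage 13) were plated 16-24 hr, then exposed to compounds (1:260 dilution of DMSO stock) for 48 hours at 37C. After MPER lysis, β-galactosidase reporter activity was read as FDG fluorescence (ex 480/em 540) after 30 minutes.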
Tb PFK inh: T. brucei PFK enzyme inhibition | O15648 | T. brucei PFK, ADP-Glo luminescence | Potency, µM (highest dose often 57.5 µM), inactives show at the highest dose activity, negative = inhibition, usual class: inhibitors | actives 0.17% (n = 330,000);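 note: potency is the fitted concentration of half-maximal effect; 0% = uninhibited 1x PFK enzyme wells and -100% = no-enzyme wells; nearly all actives have a fitted effect of over 60% in size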
Target sequence (O15648 whole entry, looked up): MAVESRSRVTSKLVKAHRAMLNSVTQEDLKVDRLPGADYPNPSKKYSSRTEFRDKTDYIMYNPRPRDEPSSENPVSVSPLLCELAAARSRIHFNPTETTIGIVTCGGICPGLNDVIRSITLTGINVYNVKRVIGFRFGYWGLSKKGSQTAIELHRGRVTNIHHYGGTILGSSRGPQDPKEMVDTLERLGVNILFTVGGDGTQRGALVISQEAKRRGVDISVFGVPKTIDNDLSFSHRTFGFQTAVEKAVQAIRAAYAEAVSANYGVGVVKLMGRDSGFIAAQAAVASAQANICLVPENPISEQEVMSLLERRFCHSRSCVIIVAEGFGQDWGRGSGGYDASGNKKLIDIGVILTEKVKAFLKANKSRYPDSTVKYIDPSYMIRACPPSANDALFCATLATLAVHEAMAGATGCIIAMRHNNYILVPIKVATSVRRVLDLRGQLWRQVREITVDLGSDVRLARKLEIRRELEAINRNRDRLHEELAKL
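In TEA buffer at pH 8.0 with 5 mM MgCl2, enzyme (1.25 nM) converted F6P (0.5 mM) and ATP (0.1 mM) for 45 min at room temperature. ADP product was read by luciferase luminescence.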
B2AR arrestin: beta2AR (human) beta-arrestin recruitment activity; beta-arrestin recruitment to beta2AR, cell-based reporter; Potency, µM (top dose mostly 46.1 µM), for the others: top-dose activation, most hits filed as activators; actives 0.02% (n = 330,000); AID 492947;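 note: potency is the fitted concentration of half-maximal effect; 0% = DMSO controls and full agonism = EC100 isoproterenol or metaproterenol; nearly all actives have a fitted effect of over 65% in size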
Target sequence (P07550 whole entry, looked up): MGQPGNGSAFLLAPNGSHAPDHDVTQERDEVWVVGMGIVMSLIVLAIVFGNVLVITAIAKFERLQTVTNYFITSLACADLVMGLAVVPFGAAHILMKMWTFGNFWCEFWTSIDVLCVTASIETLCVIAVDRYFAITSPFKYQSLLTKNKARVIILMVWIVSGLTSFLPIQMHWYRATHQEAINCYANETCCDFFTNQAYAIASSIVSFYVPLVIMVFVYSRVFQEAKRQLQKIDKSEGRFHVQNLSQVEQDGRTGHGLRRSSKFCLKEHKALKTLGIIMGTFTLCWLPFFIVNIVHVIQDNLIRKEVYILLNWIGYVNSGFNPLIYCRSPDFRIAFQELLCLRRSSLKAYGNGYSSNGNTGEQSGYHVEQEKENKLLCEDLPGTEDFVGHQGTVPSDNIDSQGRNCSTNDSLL
* = called active by the depositor; ? = inconclusive; . = no result given; & = joins results of further samples; [ ] = another dose, or the depositor's remark. Unless noted, calls come from the whole dose curve; as a rule, active = well fitted curve in the direction sought with a large enough effect; inconclusive = small, poorly fitted or top-dose-only effect, or another doubt; inactive = no such curve, though single readings can be large; an effect the other way counts as inactive or inconclusive. An excerpt, so the mix of outcomes need not match the whole.

Order of results – PTAP TSG101 blk	GALK inh	Coupling enz	Chronic BCR inh	S-ASM inh	Menin MLL FP TR	Giardia kill	PKM2 act	Integrin act MD	Tb PFK inh	B2AR arrestin
> CC(=O)c1ccc(NC(=O)/C(=C\c2ccccc2)NC(=O)c2ccco2)cc1
  -6%	-1%	-1	-4%	1%	0%	-3	-5%	5%	-5%	0.0%
> Cc1ccc(O)c(C2=NNC(c3ccc(Cl)cc3)C2)c1 (stereo unspecified)
  1%	-2%	-5	-7%	-8%	.	25	0%	9%	0%	0.0%
> COc1ccc(C(=O)NNC(=O)CSc2nnc(-c3cccnc3)o2)cc1
  -1%	2%	-3	25%	-2%	-9%	7	-13%	18%	-2%	-0.2%
> Cc1ccc(NC(=O)OCc2cccs2)cc1
  .	18%	-1	?	.	21%	.	-1%	.	0%	-0.1%
> COC(=O)c1cccc(NC(=S)N2CCN(C)CC2)c1
  -1%	4%	2	?	-3%	2%	-11	-2%	-10%	1%	-0.3%
> CCN(CC)S(=O)(=O)c1cccc(-c2nnc(SCc3nnc(-c4ccccc4)o3)n2C)c1
  0%	-1%	0	?	0%	-14%	-17	1%	-27%	-3%	-0.4%
> COc1ccc(CCNC(=O)COC(=O)Cc2cccc(F)c2)cc1
  -13%	.	.	0%	1%	.	-13	.	15%	0%	-0.1%
> CCOC(=O)c1sc2nc(N3CCOCC3)c3c(c2c1N)CCN(Cc1ccccc1)C3
  -5%	-1%	-2	2%	.	-21%	28	-1%	15%	-4%	-1.1%
> COc1cc([N+](=O)[O-])ccc1NC(=O)COC(=O)CCOc1ccc(C)cc1
  -3%	.	.	?	-3%	.	9	.	-75%[inhibitor]	-6%	-0.2%
> CC(CCc1ccccc1)NC(=O)CN1CCN(Cc2ccccc2)C1=O (stereo unspecified)
  -1%	0%	9	0%	-3%	-16%	3	2%	5%	-2%	0.2%
> CC(C)(C)c1ccc(N2C(=O)Cc3c2nc(N)c(C#N)c3N)cc1
  -11%	-2%	1	?	-6%	5%	1	-3%	9%	0%	0.3%
> CC(=O)Nc1c(C(N)=O)oc2ccc(Cl)cc12
  -1%	-1%	-8	?	2%	.	-3	0%	17%	-4%	-0.3%
> O=C(NC[C@@H]1CCCO1)c1cccc2c1C(=O)c1ccc(Cl)cc1S2(=O)=O
  -5%	.	.	-2%	1%	.	-26	.	-14%	1%	0.2%
> CCN1CNC(=S)N(c2cccc(C)c2C)C1
  -9%	1%	2	-9%	4%	14%	0	0%	-3%	0%	0.3%
> CN1CCCC1CCNC1C2CC3CC(C2)CC1C3 (stereo unspecified)
  .	.	0	-7%	2%	-13%	7	-1%	-52%[inhibitor]	4%	-0.4%
> CC(C)CC(=O)Nc1cc(C(F)(F)F)ccc1N1CCOCC1
  -3%	-3%	4	0%	0%	-1%	9	-18%	0%	0%	-0.5%
> CCNS(=O)(=O)c1ccc(CCC(=O)NCc2ccc3c(c2)OCO3)cc1
  -2%	6%	1	0%	1%	-10%	12	2%	20%	-4%	0.0%
> Brc1nc(Br)n(Cc2ccccc2)n1
  -1%	0%	-1	-2%	4%	-5%	?	-2%	2%	5%	-0.1%
> CC(C)CCC(C(=O)O)C(C)CC(=O)NNC(=O)c1ccco1 (stereo unspecified)
  -5%&-3%	4%&10%	-2&0	1%&0%	3%&5%	8%	32&-7[activator]	-10%&4%	9%&2%	-11%&0%	-0.8%&0.0%
> O=C(Nc1ccc(F)cc1)c1nc[nH]c1C(=O)O
  -5%	-2%	4	?	8%	3%	4	.	10%	0%	0.3%
> Cc1ccc(S(=O)(=O)NC(=O)COc2ccccc2C)c(C)c1
  0%	-4%	.	0%	-2%	.	-6	8%	7%	4%	0.1%
> CCCOC1CCCN(C(=O)c2cc(COc3ccc(F)c(F)c3)on2)C1 (stereo unspecified)
  -8%	2%	-2	1%	1%	-23%	8	0%	17%	-24%	0.1%
> Cc1ccnc(NC(=O)c2ccc(C(=O)c3ccccc3)cc2)c1
  -2%	.	.	?	5%	.	?	.	0%	5%	-0.3%
> COC(=O)CSc1nc(C)c2c(n1)CCCC2
  -9%	4%	-1	?	-2%	6%	-15	1%	15%	0%	-0.2%
> CCN(CC)S(=O)(=O)c1ccc(OC)c(NC(=O)c2cc3c(=O)n4ccccc4nc3s2)c1
  -8%	1%	4	-2%	194%[activator]	?	38[activator]	-4%	8%	-11%	0.0%
> CCOc1ccc(N/C=C/C(=O)c2ccc(C)cc2)c([N+](=O)[O-])c1
  -3%	0%	3	10%	4%	?	-9	-2%	-25%	8%	-3.4%
> CC1CC(C)CN(c2nc(N(C)c3ccccc3)nc(N)c2[N+](=O)[O-])C1 (stereo unspecified)
  -8%	-1%	-1	?	?	.	-17	3%	-5%	-4%	0.5%
> COc1ccc(S(=O)(=O)N2CCC(C(=O)NCCC(=O)Nc3ccc(Cl)cc3)CC2)cc1
  -5%	-7%	.	2%	0%	.	25	.	18%	-2%	0.0%
> O=c1c(-c2ccc(Cl)cc2)c[nH]n1-c1ccccc1
  -2%	-1%	-9	?	1%	?	3	.	21%	10%	-0.9%
> COCCCn1c(N)c(-c2nc3ccccc3n2C)c2nc3ccccc3nc21
  1%	-2%	-4	?	0%	.	-6	-3%	0%	1%	-0.3%
> CCCCn1c(N)c(Sc2ccccc2)c(=O)[nH]c1=O
  -1%	1%	2	-1%	-1%	3%	26	23%	1%	-4%	-0.1%
> CC(=O)OCC(=O)c1c[nH]c2ccccc12
  0%	1%	-3	-1%	-1%	26%	-3	3%	-17%	-2%	-1.0%
> CC(=O)Nc1ccc2c(CSc3nnc(N)s3)cc(=O)oc2c1
  0%	-1%	5	?	7%	.	24	-6%	-1%	-7%	1.7%
> O=C(NCc1cccnc1)NC1(C(F)(F)F)Oc2ccc(Cl)cc2O1 (stereo unspecified)
  0%	0%	2	0%	-2%	16%	-11	6%	-2%	-13%	0.2%
> CCCCCc1cc(=O)oc2c(C(CCN(CC)CC)c3ccc(N(C)C)cc3)c(OC)cc(OC)c12 (stereo unspecified)
  -3%	-2%	3	?	-10%	.	-22	6%	-50%[inhibitor]	24%	-0.1%
> O=C(c1ccc(C(F)(F)F)cc1)C1CCCN(C(=O)CCn2cncn2)C1 (stereo unspecified)
  -1%	7%	1	-4%	0%	-3%	-13	.	28%	0%	0.0%
> O=C(OCCOc1cccc(Cl)c1)C1CCN(S(=O)(=O)c2ccccc2)CC1
  0%	-6%	-2	2%	-1%	17%	10	?	8%	3%	-0.8%
> CC(C)CNC(=S)NNC(=O)c1csc2c1CCCC2
  -1%	0%	4	?	0%	.	-2	4%	9%	1%	-0.3%
> CC(C)(C)NC(=O)NC(=O)CN1C(=O)NC(c2ccccc2)(c2ccccc2)C1=O
  2%	-5%	-2	0%	-1%	-8%	15	-2%	-14%	0%	-0.4%
> CCCOc1ccc(C2=CSC3=NCCN23)cc1Cl
  -3%	-2%	2	1%	-1%	-12%	35[activator]	.	-22%	-3%	0.3%
> COc1cccc(-n2ccnc2SCC(=O)NCc2ccccc2)c1
  -2%	0%	4	-6%	2%	3%	0	-5%	-12%	3%	-0.5%
> CC(C)(C)NC(=O)NC(=O)COC(=O)CCC1CCCC1
  -6%	-2%	-1	2%	-1%	.	?	-2%	-2%	-3%	-0.2%
> CCCCn1c(-c2ccccc2C)nc2cc3[nH]c(=O)c(C(C)C)nc3cc21
  0%	.	-11	?	217%[activator]	?	?	1%	-8%	1%	3.2%
> Cc1ccc(-c2nnn(CC(=O)N3CCCCC3)n2)o1
  -4%	1%	2	6%	4%	0%	-5	.	-1%	6%	-0.1%
> COCCNC(=O)C1CCCN(S(=O)(=O)c2ccc3c(c2)CC(C)N3C(=O)C2CC2)C1 (stereo unspecified)
  -3%	.	-1	?	5%	-15%	28	-6%	16%	2%	-0.1%
> O=S(=O)(Cc1cc(NCc2ccccc2)nc(-c2ccccn2)n1)c1ccccc1
  -11%	-2%	-1	12%	-2%	-21%	5	1%	-7%	-3%	0.2%
> CN(C)/C=N/NC(=O)c1ccc(Cl)cc1
  -2%	1%	0	-8%	0%	3%	12	-11%	-9%	-5%	-0.2%
> Cc1oc2nc(SCC(=O)NCCCO)nc(N)c2c1C
  -1%	-1%	4	0%	1%	-4%	-12	0%	-15%	7%	0.1%
